High-throughput results (PubChem BioAssay)
S-ASM inh – blocks human secretory acid sphingomyelinase; P17405; placental ASM, HMU-PC fluorogenic substrate, 60 min; Potency, µM (titrated, usually from 57.5 µM), inactives show top-dose activity change, negative = inhibition, hits mostly inhibitors; 340,000 compounds, 0.006% hits; AID 504937; further: potency means the concentration at half of the fitted maximal effect
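Fluorescence read-out (Ex 386 nm, Em 447 nm) after stopping the reaction at pH 10. Enzyme: ASM from human placenta; substrate HMU-PC0, 9 uM final; 60 min, 37 °C. Compound preincubation 10 min, ambient temperature.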
BCR signal inh – inhibitors of chronic active B-cell receptor signaling; ABC-DLBCL IkBa-CBG/CBR reporter, luminescence ratio, 4 h; 340,000 compounds, 0.05% hits; AID 493014; Potency, µM (top dose mostly 46.1 µM), for the others: at the top dose ratio change, negative = lower green/red ratio, actives largely listed as inhibitors; active means well fitted inhibition curve with a large enough effect in the signal ratio, with a control signal flat, not every such curve was filed as active; inconclusive means small, poorly fitted or top-dose-only effect, or effect the other way, or a change in a side signal; the % refers to the signal ratio;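 further: potency means the concentration at half of the fitted maximal effect; plate controls were basal doxycycline-induced cells for no effect and cells given 10 µM MG132 for full effect; MG132 reads +100%, hits lower the ratio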
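Compounds up to 46 uM were incubated four hours with TMD8 cells whose green CBG68 luciferase is fused to IkappaBalpha; red CBR luminescence normalised the signal, and concentration-effect curves were fitted to fusion, red and ratio data.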
Tb PFK inh – blocks T. brucei phosphofructokinase; O15648; T. brucei PFK, ADP-Glo luminescence; Potency, µM (doses to about 57.5 µM), for inactives: at the highest dose activity, negative = inhibition, usual class: inhibitors; 330,000 compounds, 0.17% hits; AID 485367;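 further: potency means the concentration at half of the fitted maximal effect; 0% = uninhibited 1x PFK enzyme wells and -100% = no-enzyme wells; nearly all actives have a fitted effect of over 60% in size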
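Activity is normalized to no-enzyme wells (full inhibition) and 1.25 nM enzyme wells (no inhibition). Reaction: 0.5 mM F6P, 0.1 mM ATP, 45 min RT, ADP-Glo luminescence; concentration-response curves fitted and classed by quality.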
TSG101-PTAP inh – blocks PTAP/TSG101 interaction to inhibit HIV-1 budding; AID 493005; Q99816; Fluorescence polarization, FITC-PTAP peptide / Tsg101 binding; 340,000 tested, under 10 active; Potency, µM (titrated, usually from 115 µM), without a hit: at the highest dose activity change, negative = inhibition, hits mostly inhibitors; active means well fitted inhibition curve with a large enough effect in the main read-out, with a control signal flat, not every such curve was filed as active; inconclusive means small, poorly fitted or top-dose-only effect, or effect the other way, or a change in a side signal; inactive means no such curve, though single readings can be large or run the other way; further: potency means the concentration at half of the fitted maximal effect; % of control where 0% means no effect
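Steps: Tsg101 binding domain dispensed (10 uM final), compounds pinned in DMSO, FITC-labeled PTAP-motif peptide added (50 nM final); after 20 min binding at room temperature, polarization measured.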
a7 integrin act – integrin-mediated muscular dystrophy alleviation activation | alpha7betagal myoblasts, beta-gal FDG fluorescence, 48 h | Potency, µM (doses to about 38.3 µM), inactives show at the highest dose activation, most hits filed as activators | 350,000 compounds, 0.064% hits | AID 624291;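 further: potency means the concentration at half of the fitted maximal effect; 100% = response of the positive control SU9516; nearly all actives have a fitted effect of over 60% in size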
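Alpha7betagal+/- myoblasts (passage 13) were plated 16-24 hr, then exposed to compounds (1:260 dilution of DMSO stock) for 48 hours at 37C. After MPER lysis, β-galactosidase reporter activity was read as FDG fluorescence (ex 480/em 540) after 30 minutes.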
A-T KAP1 phos – candidate therapy for ataxia-telangiectasia | […] A-T fibroblasts, KAP-1 phosphorylation AlphaLISA; neocarzinostatin DNA damage 30 min before lysis | Potency, µM (titrated, usually from 57.5 µM), for inactives: top-dose activation, actives largely listed as activators | 320,000 compounds, 0.19% hits | AID 485349; further: potency means the concentration at half of the fitted maximal effect; % of control where 0% means no effect; nearly all actives have a fitted effect of over 45% in size
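hTERT-immortalized A-T patient fibroblasts ([…]), 500 cells/well in OPTI-MEM, 1% FBS, got compounds for 60 min, then NCS for 30 min at 37C. Lysates were then assayed for phospho-KAP-1 by AlphaLISA (anti-pKAP1 donor, anti-KAP1 acceptor beads), 6 hr at 25C.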
ELG1 DNA repair – ELG1-dependent DNA repair inhibition; HEK293T ELG1-luciferase reporter, luminescence, 16 h; DNA damage induced by 5-fluorouridine; Potency, µM (highest dose often 46.1 µM), without a hit: top-dose activity change, negative = inhibition, usual class: inhibitors; 330,000 compounds, 2.3% hits; AID 504467; further: potency means the concentration at half of the fitted maximal effect; on the % scale 0 is the no-effect control and ±100 the full control effect; nearly all actives have a fitted effect of over 55% in size
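Quantitative HTS, concentration-response format. 2,000 cells/well co-treated with 5-fluorouridine and compound, 16 hr in 5% CO2 at 37 °C; ONE-Glo luminescence read after 30 min.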
Mito fusion act – inhibitors of mitochondrial division or activators of mitochondrial fusion; 320,000 compounds, 0.23% hits; Potency, µM (titrated, usually from 46.1 µM), for inactives: at the highest dose growth rescue (activation), actives largely listed as activators; S. cerevisiae fusion-defective mutant growth rescue, CellTiterGlo 48 h; AID 485298;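 further: potency means the concentration at half of the fitted maximal effect; % of control where 0% means no effect; nearly all actives have a fitted effect of over 45% in size; temperature-sensitive fusion mutants such as fzo1-1 at 37 °C on non-fermentable ethanol glycerol medium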
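Luminescent cell viability in 1536-well qHTS format served as the measure of rescued growth in ts fusion-mutant S. cerevisiae cultured on non-fermentable YPEG for 48 hours at 37C.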
Eya2 phos inh – inhibitors of human Eya2 phosphatase activity; 330,000 compounds, 0.006% hits; O00167; Potency, µM (top dose mostly 76.9 µM), without a hit: top-dose activity, negative = inhibition, most hits filed as inhibitors; recombinant Eya2, OMFP fluorescence dephosphorylation (OMFP is methylfluorescein phosphate); further: potency means the concentration at half of the fitted maximal effect; on the % scale 0 is the no-effect control and ±100 the full control effect
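Eya2 (0.2 uM) preincubated 10 min at ambient with compound, then OMFP substrate added at 50 uM; 10 min reaction in 50 mM HEPES pH 7.5, 50 mM NaCl, 5 uM MgCl2, 0.05% BSA, 1 mM DTT. Fluorescence read at Ex 485/Em 525 nm.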
TSHR antag – human thyrotropin receptor antagonism; 330,000 compounds, 0.2% hits; P16473; TSHR-expressing cells, TSH-stimulated cAMP HTRF, 2 h; hits give low values; activity change, negative = inhibition, % at 11.5 µM;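 active means activity change below a set negative limit, meaning inhibition stronger than a set level, cut at about -70% in these data; inconclusive means activity change between two set negative limits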; further: on the % scale 0 is the no-effect control and ±100 the full control effect
Target sequence (P16473 whole entry, looked up): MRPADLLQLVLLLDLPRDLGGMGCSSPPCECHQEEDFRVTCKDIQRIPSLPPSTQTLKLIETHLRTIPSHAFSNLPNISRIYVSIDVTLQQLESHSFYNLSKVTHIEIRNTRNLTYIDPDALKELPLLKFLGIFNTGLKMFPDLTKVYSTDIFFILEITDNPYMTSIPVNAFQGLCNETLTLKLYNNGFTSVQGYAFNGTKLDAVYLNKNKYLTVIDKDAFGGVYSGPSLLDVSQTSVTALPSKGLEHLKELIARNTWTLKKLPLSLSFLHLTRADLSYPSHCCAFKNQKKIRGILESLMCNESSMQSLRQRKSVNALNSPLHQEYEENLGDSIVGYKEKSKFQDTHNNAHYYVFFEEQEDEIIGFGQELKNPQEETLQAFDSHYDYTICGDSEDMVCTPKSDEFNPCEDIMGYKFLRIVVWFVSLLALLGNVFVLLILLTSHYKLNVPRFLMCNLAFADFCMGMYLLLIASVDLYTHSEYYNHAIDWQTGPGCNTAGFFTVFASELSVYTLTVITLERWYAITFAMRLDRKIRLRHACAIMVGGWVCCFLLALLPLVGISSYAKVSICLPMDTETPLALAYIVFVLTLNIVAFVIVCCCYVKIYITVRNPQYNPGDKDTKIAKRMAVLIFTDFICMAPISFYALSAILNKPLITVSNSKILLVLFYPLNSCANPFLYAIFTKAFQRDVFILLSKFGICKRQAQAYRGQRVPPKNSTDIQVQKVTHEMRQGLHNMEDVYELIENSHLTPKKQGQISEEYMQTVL
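TSHR-expressing cells were treated with compounds, then stimulated with TSH at EC80 (4nM final) for 2 hours at 37 deg C. Cellular cAMP was measured by HTRF competition between lysate cAMP and cAMP-d2 for a cryptate-labelled anti-cAMP antibody.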
TCR activator – T cell receptor activation; primary human leukocytes, anti-CD3, IL-2 HTRF, 48 h; Potency, µM (titrated, usually from 9.22 µM), without a hit: at the top dose activation of IL-2 secretion, usual class: activators; 330,000 tested, under 10 active; AID 504894; further: % of control where 0% means no effect
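Primary human leukocytes receive a-CD3 beads and test compound and are incubated 48 hr. Secreted IL-2 is then assayed by HTRF, measuring 665nm acceptor emission after 320nm excitation of the europium donor.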
* marks the source's active call; other numbers are inactive results; ? = inconclusive; / = not tested or not shown; [ ] = remark or other dose. Unless noted, the call rests on the fitted dose curve; in most records, active means well fitted curve in the direction sought with a large enough effect; inconclusive means small, poorly fitted or top-dose-only effect, or another doubt; inactive means no such curve, though single readings can be large; an effect the other way counts as inactive or inconclusive.

SMILES	S-ASM inh	BCR signal inh	Tb PFK inh	TSG101-PTAP inh	a7 integrin act	A-T KAP1 phos	ELG1 DNA repair	Mito fusion act	Eya2 phos inh	TSHR antag	TCR activator
CC1CCCCN1CC(=O)NCc1ccc2c(c1)OCO2 (configuration not stated)	0%	-4%	1%	2%	36%	-7%	30%	-3%	-11%	12	-1%
Cc1ccc(C)c(NC(=O)C(OC(=O)c2ccc(NC(=O)CC#N)cc2)c2ccccc2)c1 (configuration not stated)	5%	6%	?	3%	5%	5%	3%	-2%	-5%	/	1%
COc1ccc(CNC(=O)CCS(=O)(=O)Cc2cccc(Cl)c2)c(OC)c1	0%	-4%	2%	-2%	-41%	1%	5%	1%	9%	-2	-7%
O=C1CC(c2ccccc2)n2ncnc2N1 (configuration not stated)	4%	-4%	-8%	0%	7%	9%	12%	6%	21%	31	3%
CSc1ccc(S(=O)(=O)NCC(=O)OCC(=O)N2CCCCC2C)cc1[N+](=O)[O-] (configuration not stated)	0%	0%	17%	-4%	-11%	-2%	2%	-2%	-2%	-7	3%
CCC(=O)OCCNc1cc(Sc2nc3ccccc3s2)c2nonc2c1[N+](=O)[O-]	-11%	-13%	2.7µM*	-4%	-45%[inhibitor][7.66 µM]	/	9%	6%	6%	?	/
O=[n+]1cc(-c2ccc(Cl)cc2)n([O-])c2c1CCC2	2%	10%	5%	1%	24%	14%	?	-2%	-4%	1	-4%
COc1ccc(/C=C(/NC(=O)/C=C/c2ccccc2)C(=O)N2CCOCC2)cc1	-4%	-6%	1%	-1%	-10%	-2%	-5%	-6%	-6%	-3	3%[46.1 µM]
CC(C)C(=O)N1CCN(c2cc(N3CCN(C)CC3)c(F)cc2[N+](=O)[O-])CC1	-4%	0%	3%	2%	-1%	-5%	6%	-1%	3%	12	-3%
Cc1ccc(S(=O)(=O)NCCc2cn3nc(C)c(C)nc3n2)cc1C	478%[activator]	-6%	1%	-2%	3%	10%	18%	-2%	0%	5	-4%
CCC(C)NC(=O)C(CCSC)NC(=O)c1ccccc1 (configuration not stated)	-1%	?	7%	0%	1%	/	7%	-1%	-22%	0	2%
CCCNC(=O)Nc1cc(OCC)c(N2CCOCC2)cc1OCC	-1%	-5%	-3%	-1%	-4%	2%	-4%	-3%	2%	7	2%

Brought forward from above: two compounds; new compounds follow.
SMILES	S-ASM inh	BCR signal inh	Tb PFK inh	TSG101-PTAP inh	a7 integrin act	A-T KAP1 phos	ELG1 DNA repair	Mito fusion act	Eya2 phos inh	TSHR antag	TCR activator
CCC(C)NC(=O)C(CCSC)NC(=O)c1ccccc1 (configuration not stated)	-1%	?	7%	0%	1%	/	7%	-1%	-22%	0	2%
CCCNC(=O)Nc1cc(OCC)c(N2CCOCC2)cc1OCC	-1%	-5%	-3%	-1%	-4%	2%	-4%	-3%	2%	7	2%
COc1ccc(/C=N/NC(=O)c2nonc2N)cc1OC	3%	?	2%	1%	-7%	12%	24%	-6%	-14%	21	-5%
O=[N+]([O-])c1ccccc1-c1ccc(C(=S)N2CCCC2)o1	-1%	-7%	-3%	0%	-12%	-1%	?	7%	-2%	-3	/
Cc1ccc(NC(=O)c2cc([N+](=O)[O-])ccc2N2CCOCC2)cc1S(=O)(=O)N1CCOCC1	-7%	3%	0%	/	-4%	-1%	-10%	0%	-10%	-9	-6%
O=[N+]([O-])c1ccc2c(c1Nc1ccccc1Cl)=NC1(CCCCC1)N=2	3%	10%	-1%	-2%	0%	4%	-23%	-1%	3%	-19	6%
Cc1sc2nc(CN(C(=O)NCc3ccccc3)C3CCCC3)[nH]c(=O)c2c1C	-3%	4%	1%	-6%	-7%	-6%	?	12%	7%	-4	5%
CCOC(=O)c1[nH]c(=O)[nH]c1CNc1ccccc1C#N	1%	-1%	3%	0%	-24%	-1%	0%	1%	-4%	4	/
c1ccc2c(c1)Cc1cc(CN3CCOCC3)ccc1-2	2%	?	2%	-8%	-6%	1%	?	8%	-20%	2	6%
O=C(CCS(=O)(=O)c1ccc(F)cc1)N1CCN(c2ccccc2)CC1	/	?	-3%	-7%	-5%	14%	?	3%	19%	11	2%
NS(=O)(=O)c1ccc(NC(=O)C2Cc3ccccc3CN2C(=O)c2ccco2)cc1 (configuration not stated)	-1%	7%	?	0%	7%	10%	-1%	-7%	-1%	-4	-28%
CN(Cc1ccccc1)c1nc2c(c(=O)[nH]c(=O)n2C)n1CCCc1ccccc1	-1%	-1%	-4%	-4%	?	-9%	?	25%	-3%	-7	-13%
COc1ccc(C(=O)COC(=O)CCC(=O)Nc2ccc(C(C)=O)cc2)cc1	0%	-1%	-2%	1%	-3%	4%	?	-5%	9%	8	7%
CC(C)(C#N)NC(=O)C1CCCN1S(=O)(=O)c1ccc2ccccc2c1 (configuration not stated)	-3%	-21%	-5%	-2%	3%	-3%	0%	3%	8%	6	1%
CCOC(=O)C1=CN(Cc2cccc(-c3ccc4c(c3)OCO4)c2)S(=O)(=O)N(C)C1C (configuration not stated)	0%	-2%	2%	-2%	3%	7%	?	/	8%	-17	0%[46.1 µM]
Cc1c(NC(=O)COC(=O)Cc2ccc(F)cc2)c(=O)n(-c2ccccc2)n1C	6%	0%	-3%	-6%	-5%	-1%	7%	0%	-36%	8	1%
O=Nc1c(O)n(Cc2c(Cl)cccc2Cl)c2ccccc12	-1%	?	-1%	0%	25%	8%	-5%	14%	-4%	-22	5%[46.1 µM]
COC(=O)CN(c1c(C)cccc1C)S(C)(=O)=O	-1%	0%	-2%	-5%	14%	6%	4%	1%	12%	1	5%
COc1ccccc1OCCn1c(=O)n(C)c2ccccc21	0%	?	0%	-5%	-13%	1%	?	1%	-16%	1	0%
CN1/C(=C\C(=O)COC(=O)c2nccnc2N)C(C)(C)c2ccccc21	26%	-9%	1%	4%	-39%	-1%	-26%	15%	-19%	14	7%
O=C(Cn1cnc2ccccc2c1=O)c1ccc(Br)cc1	-1%	4%	1%	-9%	11%	-1%	?	-6%	0%	-3	/
Cc1nn(-c2ccccc2)c2nc3c(cc12)C(=O)CCC3	-3%	?	2%	-3%	-24%	3%	-7%	2%	-2%	-3	-6%[46.1 µM]

Among those listed so far, these have an aryl methoxy group:
SMILES	S-ASM inh	BCR signal inh	Tb PFK inh	TSG101-PTAP inh	a7 integrin act	A-T KAP1 phos	ELG1 DNA repair	Mito fusion act	Eya2 phos inh	TSHR antag	TCR activator
COc1ccc(CNC(=O)CCS(=O)(=O)Cc2cccc(Cl)c2)c(OC)c1	0%	-4%	2%	-2%	-41%	1%	5%	1%	9%	-2	-7%
COc1ccc(/C=C(/NC(=O)/C=C/c2ccccc2)C(=O)N2CCOCC2)cc1	-4%	-6%	1%	-1%	-10%	-2%	-5%	-6%	-6%	-3	3%[46.1 µM]
COc1ccc(/C=N/NC(=O)c2nonc2N)cc1OC	3%	?	2%	1%	-7%	12%	24%	-6%	-14%	21	-5%
COc1ccc(C(=O)COC(=O)CCC(=O)Nc2ccc(C(C)=O)cc2)cc1	0%	-1%	-2%	1%	-3%	4%	?	-5%	9%	8	7%
COc1ccccc1OCCn1c(=O)n(C)c2ccccc21	0%	?	0%	-5%	-13%	1%	?	1%	-16%	1	0%
